# Source: PubChem
# NOD1 NF-kB reporter: NOD1 signaling inhibitors, primary screen, cell-based, luminescence, uHTS (AID 1578). 290,000 tested, 1% active. NOD1-driven NF-kB luciferase reporter cells, luminescence; higher % means a stronger effect. inhibition, % at 4 µM, or EC50 in µM where a hit was titrated; in the data active means inhibition mostly above about 36%, no sharp cut-off; inactive means mostly below about 34%;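 further: HEK-293T reporter cells stimulated with the NOD1 agonist gamma-tri-DAP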
# KOR beta-arrestin-1: kappa opioid receptor activators – cell-based, luminescence, uHTS, primary screen (AID 1777) | KOR beta-arrestin recruitment, luminescence; higher % means a stronger effect | one-dose activation, % at 10 µM; EC50 in µM for titrated hits | 280,000 tested, 0.02% active; in the data active means activation above about 50%, passing the limit was not always enough; further: a part of the inactive calls stands beside numbers as strong as those of hits
# P. falciparum M1AAP: P. falciparum M1AAP inhibitors, biochemical, fluorogenic H-Leu-NHMec substrate, 1536-well (AID 1445). inhibition, % at 30 µM; hits with a dose series show IC50 in µM. 220,000 tested, 0.42% active. recombinant M1AAP, H-Leu-NHMec fluorogenic kinetic assay; higher % means a stronger effect;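 active means primary inhibition above the hit cutoff, then over 50% inhibition at one or more dose response concentrations, cut at about 23% in these data, passing the limit was not always enough; inconclusive means conflicting primary data, or primary hits not chosen for dose response; inactive means low primary inhibition, or under 50% at every dose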;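 further: plate controls were DMSO full reaction for no effect and no enzyme background for full effect; strong numbers were not always called active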
# HEK293 NOD2/NF-kB: NOD2 signaling inhibitors, cell-based, luminescence, uHTS, HEK293 (AID 1566); inhibition, % at 4 µM; hits with a dose series show EC50 in µM; 290,000 tested, 0.63% active; HEK293 NOD2/NF-kB luciferase reporter, luminescence; higher % means a stronger effect; further: many of its hits are not listed in these tables
# P. falciparum M17LAP: P. falciparum M17LAP inhibitors, primary screen, biochemical, fluorogenic H-Leu-NHMec substrate, 1536-well (AID 1619); recombinant M17LAP, H-Leu-NHMec fluorogenic kinetic assay; higher % means a stronger effect; inhibition, % at 30 µM; hits with a dose series show IC50 in µM; 220,000 tested, 0.38% active;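 active means compound inhibiting the enzyme by more than half at any dose during confirmatory dose-response retesting; inconclusive means strong single-dose inhibitors picked by rank but not retested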;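 further: plate controls were full reaction with DMSO carrier for no effect and no enzyme background for full effect; strong numbers were not always called active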
# KOR beta-arrestin-2: KOR antagonists, beta-arrestin recruitment, cell-based, luminescence, uHTS (AID 1778); KOR beta-arrestin recruitment, luminescence, antagonist mode; higher % means a stronger effect; inhibition, % at 10 µM; hits with a dose series show IC50 in µM; 290,000 tested, 0.091% active; further: strong numbers were not always called active
# AID2073: inhibitors of Mint1-CaV2.2 protein interaction, biochemical, HTRF (AID 2073); 290,000 tested, 0.19% active; inhibition, % at 20 µM, or IC50 in µM where a hit was titrated; HTRF protein-protein interaction, Mint1-CaV2.2; higher % means a stronger effect; in the data active means inhibition mostly above about 51%, no sharp cut-off; inconclusive means no clear call, values can overlap the other calls; inactive means mostly below about 53%; further: some results filed as inactive read as strong as hits
# Dynein transport: blocks dynein driven cargo transport along microtubules; 3617.4 mouse cells, GR-EGFP nuclear translocation imaging; test concentration mostly 20 µM; stimulated with dexamethasone, 1 µM; stronger effect = lower value; z-score, hits read low; 220,000 tested, 0.47% active;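 active means plate z-score of nuclear minus cytoplasmic receptor signal below a set negative limit, without overly bright fluorescence or cell loss, cut at about -3.5 in these data, passing the limit was not always enough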;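 further: z-score of nuclear minus cytoplasmic ring GR-EGFP intensity difference per well; some compounds called inactive have numbers as strong as hits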
#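 Buffer or medium: tet-free medium with charcoal-stripped serum / Also added: dexamethasone agonist, 1.0 µM final, for 30 min / Timing: induction 48 h, compound 1 h, agonist 30 min / Measured by: high-content fluorescence imaging after fixation / Read-out: nuclear-to-cytoplasmic GR-EGFP distribution per well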
# GPR55 beta-arrestin: selective activators of receptor GPR55 – imaging, U2OS cells, beta-arrestin-GFP redistribution, primary screen (AID 1961); U2OS GPR55 beta-arrestin-GFP redistribution imaging; higher % means a stronger effect; activation, % at 10 µM; hits with a dose series show EC50 in µM; 290,000 tested, 0.048% active;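 active means activation above 40% with more than 50 cells counted in the well; inconclusive means wells holding fewer than 50 cells, flagged as toxic or sparse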;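 further: U2OS osteosarcoma cells stably expressing GPR55 and beta-arrestin-GFP; plate controls were DMSO negative control for no effect and LPI positive control for full effect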
# Dynein transport cytoplasmic EGFP: further read-out of Dynein transport, marked with its call; z-score; measured here: cytoplasmic GR-EGFP intensity; stronger effect = higher value
# Dynein transport nuclear GR-EGFP: recorded beside Dynein transport, whose call it bears; z-score; measured here: nuclear GR-EGFP intensity;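 lower value marks the stronger effect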
# Dynein transport cell count: further read-out of Dynein transport, marked with its call; z-score; measured here: cell count per field
# Numbers without * were called inactive; u = inconclusive; x = no result given; [ ] = dose if it differs, or a comment. Unless noted, no stated cut-off is given here; in the data, active means inhibition above about 50%; inactive means the rest. Some of the compounds tested (hit frequency here may not be typical).
SMILES,NOD1 NF-kB reporter,KOR beta-arrestin-1,P. falciparum M1AAP,HEK293 NOD2/NF-kB,P. falciparum M17LAP,KOR beta-arrestin-2,AID2073,Dynein transport,Dynein transport cytoplasmic EGFP,Dynein transport nuclear GR-EGFP,Dynein transport cell count,GPR55 beta-arrestin
COc1ccccc1/C=C/c1nc(S(=O)(=O)c2ccccc2)c(N2CCC(C(N)=O)CC2)o1,8%,5.7%,x,-16%,x,18%,-1%,x,x,x,x,-0.2%
C=CCn1c(=O)c2c3c(sc2n2c(Nc4ccccc4)nnc12)CCCC3,7%,4.2%,0%,17%,-9%,-22%,1%,-0.12,0.068,-0.039,0.51,-0.1%
O=C(COc1ccc2c3c(c(=O)oc2c1)CCC3)NCCCN1CCOCC1,-26%,3.1%,x,9%,x,-4%,4%,x,x,x,x,-0.2%
CC1=CC(=O)c2ccccc2C1=O,20%,0.3%,-4%,-5%,-3%,-8%,-11%,-1.9,0.12,-0.76,0.56,-0.2%
O=C(CSc1nnc(COc2ccc(Cl)cc2Cl)o1)Nc1ccccn1,-31%,5.0%,x,0%,x,-12%,3%,x,x,x,x,0.3%
CCc1c(C)nc2ncnn2c1N1CCC(C(=O)NCc2cccc(OC)c2)CC1,-8%,-3.4%,3%,4%,2%,14%,3%,-0.28,-0.26,-0.22,-0.21,-0.1%
CCc1nc2oc3cc(OC)ccc3c(=O)c2c(=O)n1Cc1ccccc1,-34%,59%,4%,4%,8%,13%,0%,-1.2,-0.3,-0.48,1.2,0.2%
C=CCn1c(N)c(C(=O)N2CCN(C)CC2)sc1=S,x,-2.2%,9%,6%,14%,13%,-13%,-0.47,-0.22,-0.2,0.89,0.1%
N#Cc1ccccc1OCC(=O)NCC(c1cccs1)N1CCOCC1 (stereo not drawn),-7%,5.3%,x,1%,x,-9%,6%,x,x,x,x,-0.1%
CCN(CC)C(=O)Oc1nnc(SC(C)C)n1-c1ccc(Cl)c(Cl)c1,6%,0.1%,-1%,15%,-3%,-2%,-13%,0.24,-0.25,0.21,0.6,0.2%
CCCCN(C(=O)c1ccccc1F)c1c(N)n(CCC)c(=O)[nH]c1=O,-10%,12%,x,-8%,x,-31%,-6%,x,x,x,x,-0.4%
O=C(NC1CCCC1)C1CCN(C(=O)c2cccc(Cl)c2)CC1,-4%,0.7%,x,-3%,x,-5%,8%,x,x,x,x,0.0%
NC(=O)CCC(NS(=O)(=O)c1ccc(Cl)cc1)C(=O)NCc1ccccc1 (stereo not drawn),-19%,-0.4%,-1%,13%,-14%,-6%,-16%,-0.5,-0.26,-0.34,0.25,0.2%
O=C(CN1C2CCC1CC(NC(=O)C1CC1)C2)NCc1ccccc1 (stereo not drawn),-6%,-1.7%,5%,11%,-5%,-15%,2%,1.5,-0.21,1.1,0.28,-0.2%
Cc1ccc(NC(=O)Cn2ccsc2=N)cc1S(=O)(=O)N(C)C,-28%,7.3%,-1%,3%,3%,-18%,-2%,1.5,0.35,2.2,-1.3,-0.3%
CCOc1ccc(N2C(=O)C(CC(=O)Nc3ccc(F)cc3)N(Cc3ccccn3)C2=S)cc1 (stereo not drawn),-32%,3.4%,6%,-18%,4%,2%,-34%,-1.2,-0.27,-0.61,0.53,0.1%
COc1ccccc1C(=O)Oc1ccc2ccc(=O)oc2c1,-16%,-3.4%,x,7%,x,-32%,10%,x,x,x,x,-0.2%
COc1ccc(/C=N/NC(=O)c2cccnc2)cc1CN1CCc2cc(OC)c(OC)cc2C1C (stereo not drawn),-10%,-3.9%,12%,9%,4%,18%,13%,0.0087,-0.28,0.039,0.5,-0.7%
CC(C)OC(=O)c1cc2c(=O)[nH]c(C(Cl)(Cl)Cl)nc2o1,-26%,0.0%,-1%,0%,0%,-14%,3%,-0.7,-0.28,-0.42,0.77,-0.3%
Cc1cccc(NC(=O)c2cc(Cl)nc3ccccc23)n1,2%,3.3%,4%,24%,0%,21%,22%,-0.56,-0.25,-0.26,0.22,0.1%
O=[N+]([O-])c1ccc(C2CCCC/C2=N\OCc2cccc(F)c2)c([N+](=O)[O-])c1 (stereo not drawn),36%,2.9%,6%,0%,-13%,-28%,-10%,-0.34,-0.18,0.37,-0.22,-0.1%
CSc1nccc(N2CCN(c3ccc(F)cc3)CC2)n1,7%,-2.9%,-3%,19%,15%,11%,2%,0.14,-0.29,-0.084,-0.32,-0.2%
CS(=O)(=O)N(CC(=O)Nc1cccc([N+](=O)[O-])c1)c1ccccc1,-11%,-2.5%,3%,13%,1%,-12%[20 µM],5%,0.3,-0.21,0.035,-0.43,-0.1%
Cc1ccnc(NC(=O)CCC(=O)N(CC(=O)NCc2ccccc2)Cc2ccc(F)cc2)c1,2%,-0.4%,x,10%,x,-2%,15%,x,x,x,x,-0.2%
O=C(CSc1nnc(-c2c[nH]c3ccccc23)o1)N(Cc1ccccc1)c1ccc(F)cc1,20%,2.6%,1%,10%,5%,15%,14%,-0.59,-0.25,-0.18,1.4,-0.1%

# (further entries)
SMILES,NOD1 NF-kB reporter,KOR beta-arrestin-1,P. falciparum M1AAP,HEK293 NOD2/NF-kB,P. falciparum M17LAP,KOR beta-arrestin-2,AID2073,Dynein transport,Dynein transport cytoplasmic EGFP,Dynein transport nuclear GR-EGFP,Dynein transport cell count,GPR55 beta-arrestin
O=C(COc1ccccc1F)NNC(=O)c1cccc(-n2cccc2)c1,-52%,-1.5%,x,-20%,x,-3%,-1%,x,x,x,x,-0.1%
COc1ccc(C(=O)CC(=O)C(=O)Nc2ccc(Cl)cc2)cc1,3%,4.0%,x,-6%,x,14%,6%,x,x,x,x,0.0%
Cc1ccccc1Cn1ccc(NC(=O)c2cnn3c2NC(c2ccccc2)CC3C(F)(F)F)n1 (stereo not drawn),8%,-1.0%,-18%,17%,3%,18%,9%,0.81,-0.032,0.57,-1.4,-0.2%
O=C(NS(=O)(=O)Oc1ccccc1F)OC[C@@H]1CCCN2CCCCC12 (stereo partly drawn),-20%,3.1%,x,0%,x,-6%,-3%,x,x,x,x,x
O=C(N/N=C/c1ccc(N2CCOCC2)cc1)c1cccs1,-55%,-12%,22%,-94%,29%,11%,20%,-0.7,-0.16,-0.52,0.48,-0.1%
CCC(=O)N(CCC(Cc1ccccc1)c1ccco1)Cc1ccco1 (stereo not drawn),10%,2.0%,x,12%,x,5%[20 µM],-10%,0.58,-0.25,0.84,-0.29,-0.1%
O=C(Oc1ccc(-c2nccc(-c3ccccn3)n2)cc1)c1cccc(C(F)(F)F)c1,-24%,3.5%,8%,-53%,1%,-7%,16%,0.58,-0.065,0.6,-0.29,0.2%
CC1CC(C)CN(CCCCOc2ccc([N+](=O)[O-])cc2)C1 (stereo not drawn),-31%,1.1%,5%,-13%,-1%,3%,12%,-0.27,-0.11,0.85,-0.4,0.5%
COc1ccc(O)c(C=Nc2cc(C)on2)c1,-6%,-5.3%,4%,-4%,-4%,-1%,-3%,-0.91,-0.34,-0.25,0.31,0.1%
CCOc1ccc(NC(=O)Cc2nnc(SCC(=O)N3CCOCC3)n2C)cc1,-10%,7.3%,x,1%,x,8%,16%,x,x,x,x,0.3%
CCC(C)NC(=O)CSc1nnc(-c2cc(OC)c(OC)c(OC)c2)c(-c2cc(OC)c(OC)c(OC)c2)n1 (stereo not drawn),-4%,-1.5%,x,0%,x,13%,16%,x,x,x,x,0.0%
Cc1ccc([N+](=O)[O-])cc1NC(=O)c1ccc(C(C)(C)C)cc1,-10%,16%,-2%,-9%,-3%,-13%,18%,0.031,-0.15,0.33,-0.17,-0.1%
CCOC(=O)CC1(NC(=O)C2CCC(=O)N(C3CC3)C2)CCCCC1 (stereo not drawn),-24%,3.0%,x,1%,x,-12%,-1%,x,x,x,x,-0.2%
N#CC/C(N)=N/NC(=O)CCCNc1ncc(C(F)(F)F)cc1Cl,-39%,-1.3%,-1%,-30%,5%,9%[20 µM],-2%,-0.56,-0.28,0.22,0.33,0.2%
Cc1cccc2c1-c1sc(C(=O)Nc3nccs3)cc1CO2,-44%,3.0%,6%,-34%,6%,-5%,18%,0.33,-0.054,0.32,-0.9,-0.1%
CCC1CCCCN1Cc1ccc(OC)c(C)c1C (stereo not drawn),-4%,-0.7%,-1%,-5%,-4%,-34%,0%,-0.3,-0.16,0.18,-1.3,-0.1%
Nc1c(-c2ccc(Cl)cc2)cnn1-c1cccc(C(F)(F)F)c1,33%,-2.8%,0%,-29%,11%,19%,3%,-0.17,-0.14,-0.2,0.27,-0.3%
Cc1cc(C(=O)N/N=C2\CCCC(C)C2)n[nH]1 (stereo not drawn),2%,2.4%,2%,-9%,1%,-51%,2%,1.5,-0.15,1.5,0.57,0.2%
CCCCCCN=C(C)C1=C(O)C(C(=O)OC)C(C)(C)CC1=O (stereo not drawn),10%,-2.3%,4%,-8%,-4%,-62%,u,-0.74,-0.33,-0.64,1.7,-0.3%
COc1ccc(C(=O)Nc2cc(C)on2)c(OC)c1,-65%,-3.2%,x,-21%,x,-24%[20 µM],1%,x,x,x,x,-0.3%
COC(=O)CSc1nnc(CNC(=O)c2ccccc2F)n1-c1ccccc1,-22%,-5.1%,-2%,7%,-3%,12%,-9%,0.0069,-0.32,0.3,1.1,-0.4%
COc1ccc(CNC(=O)C/C(C)=N/NC(=O)Cc2ccc(OC)cc2)cc1,-32%,1.3%,11%,-9%,22%,25%,-1%,-0.71,-0.3,-0.63,0.99,-0.1%
O=C(O)CCCNC1=NCCC1,-8%,2.1%,-4%,-6%,9%,8%,-4%,-0.17,-0.02,0.51,-0.013,0.2%
Cc1nc(C)c(-c2ccn(C(=O)NC(C)C)n2)s1,-15%,2.9%,-1%,12%,-3%,-5%,0%,-0.2,-0.21,-0.054,0.22,-0.1%
COC(=O)CCC(=O)NC(=S)Nc1ccccc1F,-28%,-4.4%,6%,6%,4%,2%,-3%,0.055,-0.22,0.25,0.22,-0.2%
